Source: PubChem BioAssay
RPL19A-GFP yeast: RPL19A-GFP expression modulators in yeast, primary screen, cell-based, S. cerevisiae, multiplex flow cytometry, MLPCN; S. cerevisiae RPL19A-GFP strain, 3 h; hits give low values; percent response vs DMSO, % at 10 µM; hit rate 0.3% among 330,000; AID 2025, 2009;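 active means percent response vs DMSO below 50%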;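 further: median channel GFP fluorescence of the barcoded RPL19A-GFP strain; ratio of sample median GFP to plate DMSO average so 100% = DMSO; lower means less RPL19A-GFP as with rapamycin TOR inhibition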
Yeast superoxide: reduction of superoxide in aged yeast, primary screen, HTS; S. cerevisiae aged cells, superoxide DHE fluorescence; hits give low values; superoxide response (% of plate mean), % at 10 µM; hit rate 0.18% among 330,000;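 active means superoxide response under a set limit, about three screen SD below normal, cut at about 65% in these data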;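 further: yeast aged for seven days with compound at 30 °C before DHE staining; 100% = average MFI of all compound-treated wells on the plate with controls excluded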
LAP4 TOR yeast: modulators of LAP4-GFP expression in yeast, primary screen, S. cerevisiae, multiplex flow cytometry, MLPCN library. 3 h; median GFP as percent of DMSO wells. GFP response vs DMSO, % at 10 µM. hit rate 0.34% among 320,000. AID 2023, 2009;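 active means GFP response vs DMSO above a set limit, about the screen mean plus 3 SD, cut at about 150% in these data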
JMJD2C inh: inhibitors of GASC-1 histone demethylase, primary screen, biochemical, fluorescence, DELFIA europium; AID 2099, 2009; hit rate 0.069% among 330,000; GST-JMJD2C(1-420) H3K9me3 demethylation; inhibition, % at 2.35 µM;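 active means more than half of a compound's replicate wells show inhibition beyond 50%, single wells judged on their own value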;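 further: signal counts dimethyl H3K9 product captured on neutravidin plate; 0% = median of DMSO wells and 100% = 0.3 times that DMSO median; strong numbers were not always called active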
Target sequence (Q9H3R0 1-420 limits assumed): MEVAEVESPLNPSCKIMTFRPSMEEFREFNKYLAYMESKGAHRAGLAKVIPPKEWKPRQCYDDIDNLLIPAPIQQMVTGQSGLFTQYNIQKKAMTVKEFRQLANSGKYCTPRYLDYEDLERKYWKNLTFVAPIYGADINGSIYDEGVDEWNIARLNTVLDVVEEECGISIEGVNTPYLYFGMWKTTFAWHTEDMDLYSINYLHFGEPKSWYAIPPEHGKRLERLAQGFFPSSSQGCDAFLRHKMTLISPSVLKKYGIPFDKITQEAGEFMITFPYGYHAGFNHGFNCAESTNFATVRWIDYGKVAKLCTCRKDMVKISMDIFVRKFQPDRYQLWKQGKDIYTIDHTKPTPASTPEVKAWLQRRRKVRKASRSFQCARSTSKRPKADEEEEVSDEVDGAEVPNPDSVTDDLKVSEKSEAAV
procasp3 activ: activators of human procaspase-3 D3A mutant, primary screen, biochemical, absorbance, PC-3 D3A mutant, single concentration | activation, % at 8.5 µM | recombinant procaspase-3 D3A, Ac-DEVD-pNA absorbance 405 nm | hit rate 0.11% among 330,000 | Caspase-3 (Homo sapiens), P42574;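 active means activation above the mean of all tested compounds plus 3 SD, cut at about 21% in these data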;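 further: 0% = DMSO alone and 100% = DMSO wells spiked with extra 5 µM PC-3 D3A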
Target sequence (P42574 whole entry D9A/D28A/D175A): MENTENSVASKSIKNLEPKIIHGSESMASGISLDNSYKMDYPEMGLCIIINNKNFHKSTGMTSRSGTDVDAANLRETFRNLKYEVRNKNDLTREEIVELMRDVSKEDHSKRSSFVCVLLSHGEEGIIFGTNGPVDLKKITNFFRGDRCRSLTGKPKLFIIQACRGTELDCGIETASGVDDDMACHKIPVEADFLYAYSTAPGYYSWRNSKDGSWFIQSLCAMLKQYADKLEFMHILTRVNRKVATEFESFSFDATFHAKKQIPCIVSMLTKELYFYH
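System: Procaspase-3 D3A mutant. Medium: Zinc-free 300 mM NaCl, 50 mM HEPES, 0.01% Triton X-100. Schedule: 1 h preincubation plus 2 h reaction at 25 °C. Measured by: 405 nm absorbance of p-nitroaniline, reads at 0 and 120 min. Read-out: percent activation relative to control range.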
AHR activator: AHR activators, primary screen, cell-based, luminescence, luciferase reporter, human | Aryl hydrocarbon receptor (Homo sapiens), P35869 | AHR-responsive luciferase reporter cells | activation, % at 5 µM | hit rate 2.5% among 320,000 | AID 2796, 2010; in the data active means activation above about 47%;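 further: 0% = vehicle wells and 100% = reference agonist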
proCasp7 act: procaspase-7 activators, primary screen, counter-screen for procaspase-3 activator project, biochemical, absorbance, HTS, human; recombinant procaspase-7, Ac-DEVD-pNA absorbance 405 nm; D23A/D198A/D206A triple mutant, cannot self-cleave; scale: DMSO 0, 5 µM enzyme 100; hit rate 0.093% among 330,000; activation, % at 8.5 µM; Caspase-7 (Homo sapiens), P55210; AID 463210, 2010;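 active means percent activation above the screen-wide mean plus 3 SD, cut at about 25% in these data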
Target sequence (P55210 whole entry D23A/D198A/D206A): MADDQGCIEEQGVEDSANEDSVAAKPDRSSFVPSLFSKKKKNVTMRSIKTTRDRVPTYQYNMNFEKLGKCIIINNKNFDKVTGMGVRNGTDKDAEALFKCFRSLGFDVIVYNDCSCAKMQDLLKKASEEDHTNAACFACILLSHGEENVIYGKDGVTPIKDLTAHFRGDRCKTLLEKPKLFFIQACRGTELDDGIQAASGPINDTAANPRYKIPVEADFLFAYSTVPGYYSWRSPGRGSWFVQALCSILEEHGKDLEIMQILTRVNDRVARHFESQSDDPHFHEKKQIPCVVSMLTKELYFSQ
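Replicates: singlicate. Assay system: Procaspase-7 triple mutant (PC-7 D3A). Signal: 405 nm absorbance of p-nitroaniline. Times: 1 h preincubation, 2 h reaction. Buffer or medium: Zinc-free HEPES pH 7.4 with 300 mM NaCl, 0.01% Triton X-100. Also added: DEVD-pNA substrate. Benchmarks: DMSO wells as 0%, DMSO with 5 µM added PC-7 as 100%.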
MEP2-GFP yeast: modulators of MEP2-GFP levels in yeast, primary screen, S. cerevisiae, multiplex flow cytometry, MLPCN library; S. cerevisiae MEP2-GFP strain, 3 h; 100% = DMSO control level; GFP response vs DMSO, % at 10 µM; hit rate 0.51% among 330,000; AID 2016, 2009;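 active means GFP response versus DMSO above a set limit, roughly screen mean plus 3 SD, cut at about 180% in these data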;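 further: median GFP fluorescence of the barcode-gated MEP2-GFP cells per well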
An asterisk follows results filed as active; . = no result given.

Every second line gives: RPL19A-GFP yeast	Yeast superoxide	LAP4 TOR yeast	JMJD2C inh	procasp3 activ	AHR activator	proCasp7 act	MEP2-GFP yeast
- CCc1ccc(OCCNC(=O)c2ccc(S(=O)(=O)N(C)C)cc2)cc1
  102	95	103	8	-4	2	7	105
- C=CCNCCCCOc1ccc(OCC)cc1
  100	100	97	-35	7	2	-3	105
- CCOC(=O)[C@@H]1[C@H]2COc3ccc(Br)cc3[C@@H]2N2C(=O)N(c3ccccc3)C(=O)[C@]12C
  91	99	102	2	7	3	-7	91
- Cc1ccc(CN2CCN(Cc3ccc4cccc(F)c4n3)CC2CCO)cc1 (stereo unspecified)
  98	105	77	3	-7	5	13	101
- CCc1cccc(NC(=O)Cn2ncn3c(cc4ccccc43)c2=O)c1
  94	109	91	2	2	5	4	100
- COc1ccccc1N1CCN(c2ccc(S(=O)(=O)N3CCN(C)CC3)cn2)CC1
  90	110	101	3	9	0	9	95
- Cc1cccc(NC(=O)CSc2nc(C)c(Cc3ccccc3)c(=O)[nH]2)c1C
  83	108	79	11	-9	-1	3	91
- CCCC1N2CC3([N+](=O)[O-])CN1CC([N+](=O)[O-])(C2)C3(C)C (stereo unspecified)
  .	.	.	-3	2	0	1	.
- NC(=O)N1CCc2ccccc21
  103	101	100	-2	6	8	10	102
- Cn1c(=O)[nH]c(=O)c2c1nc(NCCc1ccccc1)n2CC(O)COc1ccccc1 (stereo unspecified)
  98	97	98	-5	-5	1	11	96
- O=C(c1cccc(F)c1)N(Cc1nc2ccccc2c(=O)[nH]1)C1CCCC1
  96	114	105	-4	6	4	9	99
- COc1cccc(NC(=O)C2CCCN(S(=O)(=O)c3ccc(-n4cnnn4)cc3)C2)c1 (stereo unspecified)
  97	84	99	16	-2	1	-1	115
- O=C(Cn1ccc2ccccc2c1=O)N1CCN(Cc2ccc3c(c2)OCO3)CC1
  103	112	101	-1	2	3	0	112
- CCc1nc2ccccc2c(C(=O)OCCN2C(=O)c3ccccc3C2=O)c1C
  102	89	112	6	2	3	5	111
- O=C(C1CC1)N1CCN=C1SCc1ccccc1Cl
  102	92	98	19	4	26	7	105
- COc1ccccc1N1CCN(C2CCCCC2NS(=O)(=O)c2ccc(Cl)cc2)CC1 (stereo unspecified)
  101	108	93	-7	1	2	-3	98
- Cc1ccc(NC(=O)c2ccc(NC(=O)c3ccccc3)cc2)cc1C
  95	97	95	0	1	-1	1	90
- O=C(CN1CCN(CC(=O)Nc2ccc(Cl)cc2)CC1)Nc1ccc(F)cc1
  106	101	111	2	4	3	-6	120
- NC(=O)CCCn1c(C(=O)c2ccc(Cl)cc2)c2ccc([N+](=O)[O-])cc2[n+]1[O-]
  98	93	102	2	4	34	-12	102
- Cc1ccc(NC(=S)N/N=C/c2ccc(OCCC(C)C)cc2)c(C)c1
  105	110	102	-6	-9	4	-9	101
- CC(=O)c1ccc(NC(=O)CSc2nnc(-c3ccncc3)o2)cc1
  97	110	98	0	-14	3	0	97
- CCc1cc2c3c(c(=O)oc2cc1O)CCCC3
  93	90	103	-9	28*	76*	26*	105
- Cc1csc(Nc2ccc(Cl)cc2)n1
  94	89	120	4	-2	0	2	95
- O=c1[nH]c2ccc(S(=O)(=O)NCCO)cc2[nH]1
  99	95	102	0	-3	-3	5	101
- CC(C)(C)N(NS(=O)(=O)c1ccc(F)cc1)c1ccccc1
  108	105	96	2	-12	2	-18	114
- CCOC(=O)c1cn2nc(Oc3ccc(C#N)cc3)ccc2n1
  98	95	105	13	-8	1	6	100
- COc1ccc(CNC(=O)C2CCC(=O)N2C(C)C)c(OC)c1 (stereo unspecified)
  93	98	109	4	-4	2	3	104
- O=C(Nc1ccccc1N1CCCC1)c1ccc2ccccc2c1
  102	59*	109	3	0	24	-11	97
- OCCCNc1nc(-c2ccccc2)nc2c1oc1ccccc12
  91	103	102	-33	-3	50*	2	90
- CCCn1nc(C(=O)N2CCCc3ccccc32)c2ccccc2c1=O
  90	82	106	8	7	2	7	122
- CCN(CC(=O)NCc1ccc(Cl)cc1)CC(=O)NC1(C#N)CCCC1
  99	97	86	-20	-7	4	-12	96
- Nc1nc(N)c(N=Nc2ccc(S(N)(=O)=O)cc2)c(=O)[nH]1
  105	119	90	-5	-1	6	-3	102
- CC(OC(=O)C1CSC2(C)CCC(=O)N12)C(=O)Nc1ccc(F)cc1 (stereo unspecified)
  101	119	108	2	-1	0	-1	111
- O=C(c1n[nH]c2ccccc12)N1CCN(S(=O)(=O)c2ccc3ccccc3c2)CC1
  102	95	100	1	7	6	-5	106
- O=C(c1cc(-c2ccc(Cl)c(Cl)c2)on1)N1CCCCCC1
  100	92	96	-6	5	2	13	105
- COCCOC(=O)C1=C(C)NC(=O)NC1c1cccs1 (stereo unspecified)
  91	102	88	-2	-5	-4	14	93
- Nc1c(C2=NCCO2)nnn1Cc1ccccc1
  100	105	102	2	-9	1	1	103
- COc1ccc(OC)c(S(=O)(=O)N2CCN(c3ncccn3)CC2)c1
  99	84	95	4	-9	8	1	99
- C=CCN1C(=O)C(CC(=O)Nc2ccccc2)N(Cc2ccccn2)C1=S (stereo unspecified)
  100	101	106	-6	7	2	4	101
- Cc1cc(NC(=O)COc2ccccc2)n(-c2ccccc2)n1
  98	104	98	2	2	5	-2	109
- O=C(CSc1nnc(-c2ccccn2)n1-c1ccc(Cl)cc1)Nc1ccc2c(c1)OCO2
  95	123	98	-8	-3	1	-3	99
- COc1cccc2[nH]c3c(=O)n(CCCN4CCOCC4)cnc3c12
  100	89	104	-2	-4	4	-2	99
- COc1ccc(CCN(C)C(=O)C2CCN(Cc3cccc(OC)c3OC)CC2)cc1OC
  100	103	103	1	3	1	-3	107
- CCCCOCC(O)CCc1n[nH]c(=S)n1-c1ccccc1 (stereo unspecified)
  98	107	104	10	-5	0	3	93
- CCc1nc2nc(C)c(NS(=O)(=O)c3ccc(F)cc3)c(=O)n2[nH]1
  101	102	103	-5	-9	0	-4	101
- O=C(CNc1ccc(Cl)cc1)c1ccc(Br)cc1
  102	105	106	-4	3	32	3	102
- Cc1c(Cl)cccc1N(Cc1ccc(C(=O)O)cc1)S(=O)(=O)c1ccccc1
  101	96	106	2	-3	3	8	94
- Cc1ccc(NS(=O)(=O)c2ccc(C(=O)N3CC(C)OC(C)C3)cc2)cc1 (stereo unspecified)
  105	105	105	-7	-3	0	-3	104
- COc1cccc(NC(=O)C(C)NS(=O)(=O)c2ccc(Br)cc2)c1 (stereo unspecified)
  105	98	96	-3	-2	0	9	93
- NC(=NCCc1ccccc1)NC(=O)c1cc(Cl)ccc1O
  99	104	117	1	4	13	7	101
- COc1cc(/C=C/C(=O)O)ccc1OS(=O)(=O)c1cc(Br)ccc1C
  92	101	104	9	5	-1	-2	96
- COc1ccc(NC(=O)CN2C(=O)NC(C)(c3ccc4c(c3)OCCO4)C2=O)cc1S(N)(=O)=O (stereo unspecified)
  99	100	92	5	-9	-1	-3	103
- Cc1cc(C(F)F)n2ncc(C(=O)NCc3ccccc3F)c2n1
  102	99	103	2	-2	7	-2	122
- COCCN(C(C)=O)c1nnc(-c2ccccn2)s1
  100	101	97	-44	-3	-2	1	98
- CC(C)(C)c1ccc(S(=O)(=O)NCC(=O)Nc2ccc(-c3nc4ccccc4s3)cc2)cc1
  99	112	92	-4	-1	36	3	102
- Cc1ccc(CC(=O)NCCC(=O)O)cc1
  110	100	100	-6	-3	1	2	104
- COc1cccc(C(=O)COc2ccc(NC(=O)c3cccs3)cc2)c1
  100	95	87	-4	-5	7	-1	93
- COC(=O)c1ccccc1CSc1nsc(/C=C/N(C)C)c1C#N
  107	104	115	-12	-6	-1	-9	111
- S=c1[nH]nc(-c2ccco2)n1/N=C/C=C/c1ccccc1
  100	100	100	2	-17	2	-9	97
- CCC[C@@H](CN1CCC[C@H]1CN1C(N)=NC[C@@H]1Cc1ccccc1)N1C[C@@H](Cc2ccccc2)N(CCCC2CCCC2)C1=N
  94	124	98	14	-3	-2	-1	94

(further entries)
Every second line gives: RPL19A-GFP yeast	Yeast superoxide	LAP4 TOR yeast	JMJD2C inh	procasp3 activ	AHR activator	proCasp7 act	MEP2-GFP yeast
- CNc1nc(OCCNC(=O)Nc2ccccc2)nc(N2CCOCC2)n1
  100	92	103	1	-5	0	0	107
- COc1ccc(C(=O)NCc2ccco2)cc1S(=O)(=O)N1CCOCC1
  95	103	94	4	-5	5	8	99
- COC(=O)[C@H]1Cc2cnoc2C[C@]1(C)C(=O)O
  104	97	93	6	-5	-1	8	104
- Cc1snc(SCc2cccc(Cl)c2)c1C#N
  103	88	101	1	6	3	9	104
- COc1cc(/C=N/NC(=O)c2cccc([N+](=O)[O-])c2)ccc1O
  101	97	82	-9	3	9	6	98
- Cc1ccc(CCNC(=O)c2ccc(CS(=O)(=O)Cc3ccc(F)cc3)o2)cc1
  103	91	101	-3	2	1	7	115
- Cc1nn(C)cc1/C=N\NC(=O)Cc1ccc([N+](=O)[O-])cc1
  100	125	97	33	1	-3	13	98
- CCC(=O)N1c2ccc(S(=O)(=O)CCC(=O)Nc3ccc(OC)cc3OC)cc2CC1C (stereo unspecified)
  100	98	96	-5	-2	1	-16	111
- O=C(N/N=C/c1cc(Br)ccc1O)c1cccc(N2CCCC2=O)c1
  106	83	101	3	-39	19	-2	109
- CN(C)S(=O)(=O)c1ccc(C(=O)Nc2ccc(CN3CCCC3)cc2)cc1
  103	102	106	5	-12	1	-1	105
- COc1ccc(OCCC(=O)c2ccc(OC)cc2)cc1
  97	105	105	1	-9	-3	-5	90
- COc1cc(NC(=O)CN(c2ccc(C)cc2)S(=O)(=O)c2c(C)n[nH]c2C)cc(OC)c1
  106	104	111	1	4	17	6	103

Profiles from above. Values in the order: RPL19A-GFP yeast	Yeast superoxide	LAP4 TOR yeast	JMJD2C inh	procasp3 activ	AHR activator	proCasp7 act	MEP2-GFP yeast
`COc1ccc(OCCC(=O)c2ccc(OC)cc2)cc1` is entered as 97	105	105	1	-9	-3	-5	90
`CNc1nc(OCCNC(=O)Nc2ccccc2)nc(N2CCOCC2)n1` is entered as 100	92	103	1	-5	0	0	107
`Cc1snc(SCc2cccc(Cl)c2)c1C#N` is entered as 103	88	101	1	6	3	9	104
`COc1cc(/C=N/NC(=O)c2cccc([N+](=O)[O-])c2)ccc1O` is entered as 101	97	82	-9	3	9	6	98
`Cc1nn(C)cc1/C=N\NC(=O)Cc1ccc([N+](=O)[O-])cc1` is entered as 100	125	97	33	1	-3	13	98
